hcGAS inh: inhibitors of human cGAS | Q8N884 | recombinant h-cGAS, ATP depletion, Kinase-Glo luminescence | inhibition, % at 12.5 µM | actives 0.081% (n = 290,000);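 further: 0% = vehicle reaction and 100% = reaction without DNA for no activity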
Target sequence (Q8N884 whole entry, looked up): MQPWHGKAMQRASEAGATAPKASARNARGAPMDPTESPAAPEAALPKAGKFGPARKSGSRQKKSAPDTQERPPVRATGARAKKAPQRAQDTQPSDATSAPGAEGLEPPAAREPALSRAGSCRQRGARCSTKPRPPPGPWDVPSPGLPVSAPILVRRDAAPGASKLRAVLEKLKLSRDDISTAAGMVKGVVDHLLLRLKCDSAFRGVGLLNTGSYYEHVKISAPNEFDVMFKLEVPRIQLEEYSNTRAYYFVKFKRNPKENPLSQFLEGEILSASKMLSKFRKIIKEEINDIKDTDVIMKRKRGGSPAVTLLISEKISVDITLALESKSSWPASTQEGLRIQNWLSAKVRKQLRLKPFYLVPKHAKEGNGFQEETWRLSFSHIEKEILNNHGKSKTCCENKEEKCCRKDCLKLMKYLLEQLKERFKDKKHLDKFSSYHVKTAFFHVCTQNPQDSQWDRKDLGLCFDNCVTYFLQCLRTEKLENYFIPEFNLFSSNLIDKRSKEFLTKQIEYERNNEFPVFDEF
NPYLR7 ag: activates Aedes aegypti NPYLR7 receptor | HEK293T NPYLR7/Galpha15, GCaMP6s calcium fluorescence | activation, % at 10 µM | actives 0.15% (n = 270,000) | AID 1259423; in the data active means activation above about 40%;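 further: 0% = vehicle and 100% = reference agonist at the receptor; some compounds past the cut are filed as inactive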
mcGAS lum: blocks mouse cGAS activity; Q8C6L5; recombinant cGAS, Kinase-Glo ATP depletion luminescence; actives 0.15% (n = 160,000); inhibition, % at 12.5 µM;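 further: 0% = negative control wells and 100% = reference inhibitor with no enzyme activity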
Starred values were filed as active, the others as inactive; & = joins results of further samples. Unless noted, no stated cut-off is given here; in the data, active means inhibition above about 40%; inactive means the rest.

Results for C=CCn1c(SCC(=O)c2cccs2)nc2sc3c(c2c1=O)CCC3 ?
hcGAS inh: -2; NPYLR7 ag: 0; mcGAS lum: -4

How did O=C1NC(=S)NC(=O)C1=Cc1cccn1-c1cccc([N+](=O)[O-])c1 do in these assays?
hcGAS inh: -3; NPYLR7 ag: 1; mcGAS lum: -6

What do the screens show for `O=C(Nc1ccccc1I)C1CC(=O)N(CCc2ccccc2)C1` (stereo unspecified)?
hcGAS inh: 5; NPYLR7 ag: 6; mcGAS lum: 2

How did C=CCOc1ccc(/C=C2\SC(N)=NC2=O)cc1OC do in these assays?
hcGAS inh: 2; NPYLR7 ag: -5; mcGAS lum: 4

What do the screens show for `CCc1c(O)nc(SCCN(CC)CC)[nH]c1=O`?
hcGAS inh: 1; NPYLR7 ag: 3; mcGAS lum: -1

What do the screens show for `COc1ccc(C(=O)OC(c2ccccc2)c2nccc3ccccc23)cc1OC` (stereo unspecified)?
hcGAS inh: -9; NPYLR7 ag: -6

How did O=S(=O)(NC1CC1)c1ccc(NCc2cccc(C(F)(F)F)c2)nc1 do in these assays?
hcGAS inh: -3; NPYLR7 ag: 6

How did Clc1cccc(-c2nnc3n2N=C2CCCCC2S3)c1 (stereo unspecified) do in these assays?
hcGAS inh: -6; NPYLR7 ag: 1

How did Cc1nc(C)n(CCC(=O)Nc2ccccn2)n1 do in these assays?
hcGAS inh: -6; NPYLR7 ag: 1; mcGAS lum: -8

What do the screens show for `CN(C)CC1(O)CCN(C(=O)c2csc(-c3cccnc3)n2)C1` (stereo unspecified)?
hcGAS inh: -6; NPYLR7 ag: 4; mcGAS lum: -10

What do the screens show for `O=C(CCl)N1CCN(Cc2ccccc2)CC1`?
hcGAS inh: -5; NPYLR7 ag: -1; mcGAS lum: -2

How did CC(C)OC(=O)CC12CN(C)CC(CC(=O)OC(C)C)(CN(C)C1)C2=O do in these assays?
hcGAS inh: -2; NPYLR7 ag: 5

How did Cc1ccccc1C1c2ccsc2CCN1C(=O)CN(Cc1ccco1)C(=O)c1ccccc1F (stereo unspecified) do in these assays?
hcGAS inh: -9; NPYLR7 ag: 6; mcGAS lum: -5

Results for CSc1cccc(NC(=O)Nc2ccc(Nc3cc(-n4cccn4)ncn3)cc2)c1 ?
hcGAS inh: -6; NPYLR7 ag: -7; mcGAS lum: -8

How did CC(C)C[C@H](NC(=O)CNC(=O)c1cc(Cl)ccc1Cl)B(O)O do in these assays?
hcGAS inh: 4; NPYLR7 ag: -6; mcGAS lum: -2

What do the screens show for `Cc1nc(N[C@H](CO)CC2CCCCC2)c2c(C)nn(C)c2n1`?
hcGAS inh: -16; mcGAS lum: -6

Results for CCOC(=O)N1CCN(C2CCCN(C(=O)/C=C/c3ccc(OC)cc3)C2)CC1 (stereo unspecified) ?
hcGAS inh: -7&-4; NPYLR7 ag: -3&6

How did CN(CC1(C)CCN(Cc2ccccc2)CC1)C(=O)c1ccn[nH]1 do in these assays?
hcGAS inh: -3&-4; NPYLR7 ag: 12&-6; mcGAS lum: -10

How did CCOC(=O)c1nn(Cc2ccncc2)c2c1CN(C(=O)c1cccs1)CC2 do in these assays?
hcGAS inh: -10; NPYLR7 ag: 20; mcGAS lum: -8

Results for O=C(c1cccc(OC(F)F)c1)N1CCOC(Cc2ccccc2)C1 (stereo unspecified) ?
hcGAS inh: -10; NPYLR7 ag: 19

How did Clc1ccccc1-c1noc(C2CCC(c3ccccc3)CC2)n1 (stereo unspecified) do in these assays?
hcGAS inh: -3; NPYLR7 ag: -4; mcGAS lum: -4

What do the screens show for `COCCOCC(=O)NCc1ccc(-c2ncc(-c3ccc(OC)cc3)[nH]2)cc1`?
hcGAS inh: -4; NPYLR7 ag: -3; mcGAS lum: -4

What do the screens show for `Cc1ccccc1-c1ncc(CN2CCc3c([nH]c4ccccc34)C2c2cccc(O)c2)cn1` (stereo unspecified)?
hcGAS inh: -2; NPYLR7 ag: 14; mcGAS lum: -15

How did O=S(=O)(NCc1nnnn1-c1ccccc1)c1cccc(C(F)(F)F)c1 do in these assays?
hcGAS inh: -8; NPYLR7 ag: 4; mcGAS lum: -8

How did Clc1cc2c(c(CSc3ncnc4ccccc34)c1)OCOC2 do in these assays?
hcGAS inh: -6; NPYLR7 ag: -2

How did C=CCOCC(O)CN(Cc1ccc(C)s1)CC1CCCO1 (stereo unspecified) do in these assays?
hcGAS inh: -5; NPYLR7 ag: 21; mcGAS lum: -7

How did COc1ccccc1C(=O)N1CCN(c2nc(-c3ccc(Cl)cc3)nc(C)c2Cc2ccccc2)CC1 do in these assays?
hcGAS inh: -2; NPYLR7 ag: -5; mcGAS lum: -4

Results for O=c1[nH]c2c(s1)C(c1ccc(-c3ccc([N+](=O)[O-])cc3)o1)C1C3CCC(C3)C1S2 (stereo unspecified) ?
hcGAS inh: -6; NPYLR7 ag: -2

What do the screens show for `Cc1[nH]n(Cc2ccc(Cl)cc2)c(=O)c1C=O`?
hcGAS inh: -8; NPYLR7 ag: 5

How did CN1C(=O)C(=NN=c2sc3ccccc3n2C)c2ccccc21 do in these assays?
hcGAS inh: -2; NPYLR7 ag: 5; mcGAS lum: -2

What do the screens show for `CN(CC(=O)Nc1cccc(F)c1)Cc1cccc(Cl)c1`?
hcGAS inh: -7; NPYLR7 ag: -6

What do the screens show for `CCn1c(C2CC(=O)N(C)C2)n[nH]c1=O` (stereo unspecified)?
hcGAS inh: -5; NPYLR7 ag: 18

Results for CCc1ccc(CNC(=O)CCc2n[nH]c(=O)[nH]c2=O)s1 ?
hcGAS inh: -7; NPYLR7 ag: 7; mcGAS lum: -16

What do the screens show for `COc1ccccc1/C=C\C1=NC(=C/c2cccc3ccccc23)/C(=O)O1`?
hcGAS inh: -8; NPYLR7 ag: -3; mcGAS lum: -8

Results for CCOC(=O)C1=C(C)N=c2s/c(=C\c3cccs3)c(=O)n2C1c1ccc(OC)c(OC)c1 (stereo unspecified) ?
hcGAS inh: 3; NPYLR7 ag: -3

How did Cc1cccc(S(=O)(=O)NC(=O)C2(C)CCN2C(=O)C2(c3ccc(Cl)cc3)CC2)c1 (stereo unspecified) do in these assays?
hcGAS inh: -9; NPYLR7 ag: 4

Results for O=C(c1ccc[nH]1)N1CCc2c(nc(-c3ccccn3)[nH]c2=O)C1 ?
hcGAS inh: -6; NPYLR7 ag: 8

Results for COc1ccc2[nH]c3c(c2c1)CCN(C(=O)Cc1ccc(OCc2ccccc2)cc1)C3c1ccc(COC(C)=O)o1 (stereo unspecified) ?
hcGAS inh: -5; NPYLR7 ag: 19; mcGAS lum: -6

What do the screens show for `Clc1ccc(-c2csc3ncnc(Sc4nnc(C5CC5)o4)c23)cc1`?
hcGAS inh: 2; NPYLR7 ag: -3

How did CCC(NC(=O)CN1c2cccc3cccc(c23)S1(=O)=O)c1ccc(C)cc1 (stereo unspecified) do in these assays?
hcGAS inh: -6; NPYLR7 ag: 8

Among those listed so far, these have a CF3 group:
How did O=S(=O)(NC1CC1)c1ccc(NCc2cccc(C(F)(F)F)c2)nc1 do in these assays?
hcGAS inh: -3; NPYLR7 ag: 6

How did O=S(=O)(NCc1nnnn1-c1ccccc1)c1cccc(C(F)(F)F)c1 do in these assays?
hcGAS inh: -8; NPYLR7 ag: 4; mcGAS lum: -8

Next part
What do the screens show for `CCC(C(=O)Nc1ccccc1)N(C)Cc1ccsc1` (stereo unspecified)?
hcGAS inh: -8; NPYLR7 ag: 3

What do the screens show for `CCOC(=O)C1CCN(C(=O)c2c(C)c(C)c(C)n2Cc2ccc(F)cc2F)CC1`?
hcGAS inh: -6; NPYLR7 ag: -4; mcGAS lum: -5

Results for Cc1oc(-c2ccccc2Cl)cc1C(=O)NCCc1cnc[nH]1 ?
hcGAS inh: -7; NPYLR7 ag: 1

What do the screens show for `O=C(CSc1nnnn1C1CCCC1)c1cc(Cl)sc1Cl`?
hcGAS inh: 5; NPYLR7 ag: -3

What do the screens show for `CCc1cnc(C)nc1N1CCCC(C(=O)c2ccc(C(F)(F)F)cc2)C1` (stereo unspecified)?
hcGAS inh: -1; NPYLR7 ag: -1

How did COC(=O)c1c(NC(=O)CSc2ncnc3sc(C)c(C)c23)sc2c1CCCCC2 do in these assays?
hcGAS inh: -5; NPYLR7 ag: -4; mcGAS lum: -4

What do the screens show for `COc1cccc2cc(C(N)=O)c(=Nc3cccc4ccccc34)oc12`?
hcGAS inh: 3; NPYLR7 ag: -4

What do the screens show for `c1ccc2c(CCNC3CCSC3)c[nH]c2c1` (stereo unspecified)?
hcGAS inh: -2; NPYLR7 ag: -4

Results for Cc1cc(C)c2c(c1C(=O)NC(c1ccc(S(C)(=O)=O)cc1)c1ccc3c(c1)CCO3)CC(C)(C)C2=O (stereo unspecified) ?
hcGAS inh: -3; NPYLR7 ag: 10; mcGAS lum: 1

Results for CCOCCCN(CC(=O)N(Cc1cccn1Cc1ccc(F)cc1)C1CCCCC1)C(=O)CCC(=O)OCC ?
hcGAS inh: -7; mcGAS lum: -4

What do the screens show for `COc1ccc2oc(=O)c(S(=O)(=O)c3ccc(Br)cc3)cc2c1`?
hcGAS inh: -7; NPYLR7 ag: 11; mcGAS lum: -6

Results for CN(C)C(=O)C1CSCN1C(=O)/C=C/c1ccc2c(c1)OCCO2 (stereo unspecified) ?
hcGAS inh: -10; NPYLR7 ag: 13

What do the screens show for `CCOC(=O)C1CCCN(C(=O)c2c(CC)nn(-c3ccccc3Cl)c2CC)C1` (stereo unspecified)?
hcGAS inh: 0; NPYLR7 ag: -10; mcGAS lum: -2

How did N#CC1(C#N)OC(C#N)(C#N)C2c3ccccc3C=CC21 (stereo unspecified) do in these assays?
hcGAS inh: -6; NPYLR7 ag: -2

How did COC(=O)CN1CCC(NC2CCSC2)CC1 (stereo unspecified) do in these assays?
hcGAS inh: -2; NPYLR7 ag: -3; mcGAS lum: -11

Results for Cc1ccc(C)c(C(=O)N2CCN(c3ccc(-n4cccn4)nn3)CC2)c1 ?
hcGAS inh: -5; NPYLR7 ag: -4; mcGAS lum: -8

Results for N#Cc1c(NC(=O)CCc2cccc(Cl)c2)nc2n1CCS2 ?
hcGAS inh: -6; NPYLR7 ag: 6

Results for COC(=O)[C@@H]1Cc2c([nH]c3ccccc23)CN1C(=O)c1cc(C)nc(C)n1 ?
hcGAS inh: -6; mcGAS lum: -11

What do the screens show for `COc1ccccc1CN(C)C(=O)CCn1nnnc1CN1CCOCC1`?
hcGAS inh: -2&1; NPYLR7 ag: 11&1; mcGAS lum: -5

Results for COc1cccc(C(=O)Nc2c3c(nn2C(C)(C)C)CS(=O)C3)c1 (stereo unspecified) ?
hcGAS inh: -9; NPYLR7 ag: 0

By substructure, those above with an aryl thioether with sulfur outside any ring (7)
Results for C=CCn1c(SCC(=O)c2cccs2)nc2sc3c(c2c1=O)CCC3 ?
hcGAS inh: -2; NPYLR7 ag: 0; mcGAS lum: -4

What do the screens show for `CCc1c(O)nc(SCCN(CC)CC)[nH]c1=O`?
hcGAS inh: 1; NPYLR7 ag: 3; mcGAS lum: -1

Results for CSc1cccc(NC(=O)Nc2ccc(Nc3cc(-n4cccn4)ncn3)cc2)c1 ?
hcGAS inh: -6; NPYLR7 ag: -7; mcGAS lum: -8

How did Clc1cc2c(c(CSc3ncnc4ccccc34)c1)OCOC2 do in these assays?
hcGAS inh: -6; NPYLR7 ag: -2

What do the screens show for `Clc1ccc(-c2csc3ncnc(Sc4nnc(C5CC5)o4)c23)cc1`?
hcGAS inh: 2; NPYLR7 ag: -3

What do the screens show for `O=C(CSc1nnnn1C1CCCC1)c1cc(Cl)sc1Cl`?
hcGAS inh: 5; NPYLR7 ag: -3

How did COC(=O)c1c(NC(=O)CSc2ncnc3sc(C)c(C)c23)sc2c1CCCCC2 do in these assays?
hcGAS inh: -5; NPYLR7 ag: -4; mcGAS lum: -4

(further entries)
How did Cc1cccc2sc(NNC(=O)c3ccc(S(=O)(=O)N4CCc5ccccc5C4)cc3)nc12 do in these assays?
hcGAS inh: 3; NPYLR7 ag: -3; mcGAS lum: 1

How did COCCN(CCC(=O)NC1CCN(Cc2ccccc2)CC1)c1nc(Cc2cccc(OC)c2)ns1 do in these assays?
hcGAS inh: -3; NPYLR7 ag: 22; mcGAS lum: -6

Results for CCc1ccc(O)c(C(=O)N2CCN(Cc3ccccn3)CC2)c1 ?
hcGAS inh: 3; NPYLR7 ag: 3

What do the screens show for `CCn1ncc(/C=N/NC(=O)c2cc(Cl)ccc2OC)c1C`?
hcGAS inh: 4; NPYLR7 ag: -5

How did Cn1c(=O)n(Cc2ccccc2)c(=O)c2c1nc1n2CCCN1Cc1ccco1 do in these assays?
hcGAS inh: -7; NPYLR7 ag: 2

How did O=S(=O)(c1ccccc1)n1ccc2ccccc21 do in these assays?
hcGAS inh: 2; NPYLR7 ag: -1

How did CN(C)C(=O)C(NCc1ccc(N2CCCC2=O)cc1)c1ccccc1 (stereo unspecified) do in these assays?
hcGAS inh: -7; NPYLR7 ag: 9; mcGAS lum: -9

How did COc1ccc(-n2nnc3c(=O)n(CC(=O)N4CCCc5ccccc54)cnc32)cc1 do in these assays?
hcGAS inh: -5; NPYLR7 ag: 9

What do the screens show for `CC(=O)N1CCN(C(=O)C2Cc3cc(C(F)(F)F)ccc3N3CCN(c4ccccn4)CC23)CC1` (stereo unspecified)?
hcGAS inh: -9; mcGAS lum: -6

What do the screens show for `Cn1c(CNC(=O)CN)cc(=O)n(C)c1=O`?
hcGAS inh: 2; NPYLR7 ag: -12

What do the screens show for `CCNC(=O)C1CCN(c2ccc(C(F)(F)F)cc2[N+](=O)[O-])CC1`?
hcGAS inh: -6; NPYLR7 ag: 13

How did NCC1CCN(C(=O)c2cccc(NCc3ccc(F)cc3)c2)C1 (stereo unspecified) do in these assays?
hcGAS inh: -5; NPYLR7 ag: 26; mcGAS lum: -18

How did N#Cc1cccc(S(=O)(=O)NCCSCc2ccsc2)c1 do in these assays?
hcGAS inh: 3; NPYLR7 ag: 1

Source: PubChem BioAssay (Fisher Drug Discovery Resource Center)
